PRC2 inh = blocks human EZH2/PRC2 H3K27 methylation; AID 651548; inhibition, % at 12.5 µM; Q15910; actives 0.35% (n = 57,000); DELFIA TRF, 1 h;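 active = mean inhibition of replicates at least 50% and every single replicate also reaching 50%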;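 also: dimethyl H3K27 on biotinylated H3 21-44 peptide detected by antibody; plate controls were median neutral control wells for no effect and median positive control wells for full effect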
Target sequence (Q15910 whole entry, looked up): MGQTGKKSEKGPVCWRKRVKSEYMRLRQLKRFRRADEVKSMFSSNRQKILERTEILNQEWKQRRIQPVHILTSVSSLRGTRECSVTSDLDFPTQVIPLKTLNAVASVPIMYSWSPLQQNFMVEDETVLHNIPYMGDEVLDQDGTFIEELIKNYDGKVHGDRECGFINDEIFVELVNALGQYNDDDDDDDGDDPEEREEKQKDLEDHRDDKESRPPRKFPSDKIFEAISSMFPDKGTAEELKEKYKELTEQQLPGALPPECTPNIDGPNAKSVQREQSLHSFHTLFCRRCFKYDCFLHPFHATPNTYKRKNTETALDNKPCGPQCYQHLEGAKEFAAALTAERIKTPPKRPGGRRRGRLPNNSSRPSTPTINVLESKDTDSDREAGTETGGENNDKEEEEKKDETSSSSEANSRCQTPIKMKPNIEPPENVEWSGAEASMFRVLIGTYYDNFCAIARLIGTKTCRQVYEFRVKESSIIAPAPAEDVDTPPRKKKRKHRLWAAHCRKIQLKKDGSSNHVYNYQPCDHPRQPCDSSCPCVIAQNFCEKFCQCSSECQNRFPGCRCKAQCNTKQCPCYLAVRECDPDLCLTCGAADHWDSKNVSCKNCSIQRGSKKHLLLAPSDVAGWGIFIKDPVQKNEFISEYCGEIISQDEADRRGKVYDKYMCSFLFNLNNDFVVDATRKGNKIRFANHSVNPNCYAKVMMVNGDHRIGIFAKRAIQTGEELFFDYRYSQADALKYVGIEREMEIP
IDH1 R132H inh = inhibitors of human IDH1 R132H | IDH1 R132H reductase, diaphorase/resazurin fluorescence, 60 min | inhibition, % at 10 µM | actives 0.18% (n = 70,000); in the data active = inhibition above about 34%;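 also: 0% = DMSO and 100% = no enzyme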
An asterisk follows results filed as active; / = no result given. Some of the compounds tested; count on the stated rates, not on these rows.

SMILES	PRC2 inh	IDH1 R132H inh
C[C@H]1CN([C@@H](C)CO)C(=O)c2cc(C3=CCCC3)cnc2O[C@@H]1CN(C)S(C)(=O)=O	13	-4.4
CCC(=O)N[C@H]1CC[C@H](CCNC(=O)Nc2ccc(F)cc2)O[C@H]1CO	27	0.1
CO[C@@H]1CN(C)C(=O)c2cc(NC(=O)c3cccc(F)c3)ccc2OC[C@@H](C)NC[C@@H]1C	4	-0.7
CO[C@@H]1CN(C)C(=O)c2cc(NC(=O)Nc3ccccc3)ccc2OC[C@@H](C)N(C(C)=O)C[C@@H]1C	-10	0.1
COc1cc2nc(CCN3C(=O)c4ccccc4C3=O)oc(=O)c2cc1OC	/	-0.4
C[C@@H]1CCCCO[C@H](CN(C)C(=O)Cc2ccccc2)[C@H](C)CN([C@@H](C)CO)C(=O)c2cc(NS(C)(=O)=O)ccc2O1	1	-1.2
COc1cccc(C#Cc2ccc([C@H]3[C@@H](CO)N(C(=O)c4ccccn4)[C@H]3C#N)cc2)c1	/	-1.4
O=C(NCCCn1ccnc1)c1ccccc1I	-3	14
COCC(=O)N[C@@H]1C=C[C@@H](CC(=O)N2CCCCC2)O[C@H]1CO	6	0.4
COc1ccc(CN(C)C[C@@H]2Oc3c(NS(=O)(=O)c4ccc(F)cc4)cccc3C(=O)N([C@@H](C)CO)C[C@H]2C)cc1	9	/
C[C@@H]1CN([C@@H](C)CO)C(=O)c2cccc(NS(=O)(=O)c3cn(C)cn3)c2O[C@H]1CN(C)Cc1ccccc1	-1	2.1
C[C@@H]1CN([C@H](C)CO)C(=O)Cc2cc(NC(=O)Cc3ccccc3)ccc2O[C@@H]1CN(C)C(=O)Nc1ccccc1	-1	1.5
COc1ccc(-c2nnc3c4ccccc4c(C)nn23)cc1S(=O)(=O)N1CCN(C)CC1	-6	-0.1
CO[C@@H]1CN(C)C(=O)c2cc(NC(=O)c3cc(C)on3)ccc2OC[C@H](C)N(C(=O)C2CC2)C[C@H]1C	-22	-0.1
CCOc1ccccc1NC(=O)c1ccsc1NC(=O)c1cc2ccccc2oc1=O	-21	-0.2
C[C@@H]1CN([C@H](C)CO)C(=O)Cc2cc(N(C)C)ccc2O[C@@H]1CN(C)Cc1ccc(-c2ccccc2)cc1	-4	2.6
COC(=O)[C@H](Cc1ccc(N=[N+]=[N-])cc1)N1CC(/C=C/[C@@H](O)Cc2ccccc2)=C[C@@H](C2CC2)O1	0	-0.1
C[C@H](NC(=O)C[C@H]1C=C[C@@H](NC(=O)C2CC2)[C@H](CO)O1)c1ccccc1	0	-0.7
CC(C)NC(=O)Nc1ccc2c(c1)C(=O)N([C@@H](C)CO)C[C@@H](C)[C@@H](CN(C)S(=O)(=O)c1ccc(Cl)cc1)OCCCC[C@H](C)O2	/	-1.0
CCCNC(=O)N(C)C[C@H]1Oc2ncc(C#CCC3CCCC3)cc2C(=O)N([C@H](C)CO)C[C@@H]1C	-20	-3.3
CCCc1c(-c2ccc(O)cc2)nn(-c2ccc(O)cc2)c1-c1ccc(O)cc1	-9	6.6
COc1ccc(NC(=O)N(C)C[C@@H]2Oc3ncc(C#CCC(C)C)cc3C(=O)N([C@H](C)CO)C[C@@H]2C)cc1	-25	-0.5
CO[C@H]1CN(C)C(=O)c2ccc(NC(=O)C3CC3)cc2OC[C@H](C)N(Cc2nccs2)C[C@@H]1C	-1	-0.1
CCOC(=O)N(C)C[C@@H]1OCc2cnnn2CCCC(=O)N([C@@H](C)CO)C[C@H]1C	/	0.1
Cc1ccc([N+](=O)[O-])cc1NS(=O)(=O)c1cccc(C(=O)Nc2ccccc2)c1	-5	-0.7
C[C@H](CO)N1C[C@H](C)[C@H](CN(C)S(=O)(=O)c2ccc(Cl)cc2)Oc2c(NC(=O)NC3CCCCC3)cccc2C1=O	/	-0.1
CC(C)(C)c1ccc(S(=O)(=O)NCC(=O)Nc2ccc(F)cc2)cc1	-5	0.4
CO[C@@H]1CN(C)C(=O)c2ccc(NC(=O)C3CC3)cc2OC[C@H](C)N(Cc2cccnc2)C[C@H]1C	-10	-0.2
C[C@@H]1CN([C@@H](C)CO)C(=O)Cc2cc(NC(=O)CCCN(C)C)ccc2O[C@H]1CN(C)S(=O)(=O)c1ccc(Cl)cc1	-14	0.6
O=C(O)Cc1cc(I)c(Oc2ccc(O)c(I)c2)c(I)c1	20	1.0

Part of the list above, bar-delimited.
canonical_smiles | PRC2 inh | IDH1 R132H inh
COc1ccc(CN(C)C[C@@H]2Oc3c(NS(=O)(=O)c4ccc(F)cc4)cccc3C(=O)N([C@@H](C)CO)C[C@H]2C)cc1 | 9 | /
C[C@@H]1CN([C@@H](C)CO)C(=O)c2cccc(NS(=O)(=O)c3cn(C)cn3)c2O[C@H]1CN(C)Cc1ccccc1 | -1 | 2.1
C[C@@H]1CN([C@H](C)CO)C(=O)Cc2cc(NC(=O)Cc3ccccc3)ccc2O[C@@H]1CN(C)C(=O)Nc1ccccc1 | -1 | 1.5
COc1ccc(-c2nnc3c4ccccc4c(C)nn23)cc1S(=O)(=O)N1CCN(C)CC1 | -6 | -0.1
CO[C@@H]1CN(C)C(=O)c2cc(NC(=O)c3cc(C)on3)ccc2OC[C@H](C)N(C(=O)C2CC2)C[C@H]1C | -22 | -0.1
CCOc1ccccc1NC(=O)c1ccsc1NC(=O)c1cc2ccccc2oc1=O | -21 | -0.2
C[C@@H]1CN([C@H](C)CO)C(=O)Cc2cc(N(C)C)ccc2O[C@@H]1CN(C)Cc1ccc(-c2ccccc2)cc1 | -4 | 2.6
COC(=O)[C@H](Cc1ccc(N=[N+]=[N-])cc1)N1CC(/C=C/[C@@H](O)Cc2ccccc2)=C[C@@H](C2CC2)O1 | 0 | -0.1
C[C@H](NC(=O)C[C@H]1C=C[C@@H](NC(=O)C2CC2)[C@H](CO)O1)c1ccccc1 | 0 | -0.7
CC(C)NC(=O)Nc1ccc2c(c1)C(=O)N([C@@H](C)CO)C[C@@H](C)[C@@H](CN(C)S(=O)(=O)c1ccc(Cl)cc1)OCCCC[C@H](C)O2 | / | -1.0
CCCNC(=O)N(C)C[C@H]1Oc2ncc(C#CCC3CCCC3)cc2C(=O)N([C@H](C)CO)C[C@@H]1C | -20 | -3.3
CCCc1c(-c2ccc(O)cc2)nn(-c2ccc(O)cc2)c1-c1ccc(O)cc1 | -9 | 6.6
COc1ccc(NC(=O)N(C)C[C@@H]2Oc3ncc(C#CCC(C)C)cc3C(=O)N([C@H](C)CO)C[C@@H]2C)cc1 | -25 | -0.5
CO[C@H]1CN(C)C(=O)c2ccc(NC(=O)C3CC3)cc2OC[C@H](C)N(Cc2nccs2)C[C@@H]1C | -1 | -0.1
CCOC(=O)N(C)C[C@@H]1OCc2cnnn2CCCC(=O)N([C@@H](C)CO)C[C@H]1C | / | 0.1
Cc1ccc([N+](=O)[O-])cc1NS(=O)(=O)c1cccc(C(=O)Nc2ccccc2)c1 | -5 | -0.7
C[C@H](CO)N1C[C@H](C)[C@H](CN(C)S(=O)(=O)c2ccc(Cl)cc2)Oc2c(NC(=O)NC3CCCCC3)cccc2C1=O | / | -0.1
CC(C)(C)c1ccc(S(=O)(=O)NCC(=O)Nc2ccc(F)cc2)cc1 | -5 | 0.4

Later entries:
SMILES	PRC2 inh	IDH1 R132H inh
COc1ccc(NC(=O)Nc2ccc3c(c2)C(=O)N([C@@H](C)CO)C[C@@H](C)[C@H](CN(C)S(=O)(=O)c2ccc(F)cc2)O3)cc1	/	1.3
C[C@H]1CCCCO[C@@H](CN(C)Cc2ccccc2)[C@@H](C)CN([C@@H](C)CO)C(=O)c2cc(NS(=O)(=O)c3cccs3)ccc2O1	/	0.4
COc1ccc(C#Cc2cnc3c(c2)C(=O)N([C@@H](C)CO)C[C@H](C)[C@H](CN(C)CC2CCOCC2)O3)cc1	/	-0.4
C[C@@H]1CN([C@@H](C)CO)S(=O)(=O)c2ccc(-c3cncnc3)cc2O[C@H]1CN(C)C(=O)C1CCCCC1	2	/
CCS(=O)(=O)N[C@H]1C=C[C@@H](CC(=O)NC2Cc3ccccc3C2)O[C@H]1CO	9	0.0
C[C@@H]1CN([C@@H](C)CO)S(=O)(=O)c2ccc(-c3ccncc3)cc2O[C@@H]1CN(C)Cc1ccccn1	10	2.0
Cc1noc(C)c1NC(=O)N(C)C[C@@H]1OCCCC[C@H](C)Oc2ccc(NC(=O)c3ccccc3)cc2C(=O)N([C@@H](C)CO)C[C@H]1C	/	0.5
CN(C)Cc1cn(CC[C@@H]2CC[C@@H](NS(=O)(=O)c3ccc(-c4ccccc4)cc3)[C@@H](CO)O2)nn1	-34	0.0
CO[C@@H]1CN(C)C(=O)c2cc(NS(C)(=O)=O)ccc2OC[C@H](C)N(C(=O)c2ccc3c(c2)OCO3)C[C@H]1C	8	0.1
COc1ccccc1-c1ccc([C@H]2[C@@H](CO)N(C(=O)c3cccc(F)c3)[C@H]2C#N)cc1	/	0.0
C/C=C/c1ccc2c(c1)O[C@H](CN(C)C(=O)Nc1cccc(F)c1)[C@H](C)CN([C@H](C)CO)S2(=O)=O	-4	0.2
COc1ccc(/C=C/C(=O)O[C@H]2[C@@H]3C=CO[C@@H](O[C@@H]4O[C@H](CO)[C@@H](O)[C@H](O)[C@H]4O)[C@@H]3[C@@]3(CO)O[C@@H]23)cc1O	/	-0.8
Cc1ccc(-c2cnc3c(c2)C(=O)N([C@@H](C)CO)C[C@@H](C)[C@@H](CN(C)C(=O)c2cccnc2)O3)cc1	-12	-0.5
C/C=C/c1ccc2c(c1)O[C@@H](CN(C)C(=O)Nc1ccc(OC)cc1)[C@H](C)CN([C@@H](C)CO)S2(=O)=O	5	-0.8
O=C(O)C[C@@H]1CC[C@H](NC(=O)Nc2cc(F)ccc2F)[C@@H](CO)O1	23	-0.1
C[C@H](CO)N1C[C@H](C)[C@H](CN(C)Cc2ccc(F)cc2)OCc2ccccc2-c2ccccc2C1=O	-7	-3.0
COc1ccc(NC(=O)N(C)C[C@@H]2OCCCC[C@H](C)Oc3ccc(NC(=O)Nc4ccc(C(F)(F)F)cc4)cc3C(=O)N([C@H](C)CO)C[C@@H]2C)cc1	/	0.8
C[C@H]1CN([C@@H](C)CO)C(=O)Cc2cc(NC(=O)c3ccncc3)ccc2O[C@H]1CN(C)C(=O)Nc1ccccc1	/	1.2
C[C@H](CO)N1C[C@H](C)[C@H](CN(C)C(=O)Nc2cccc3ccccc23)OCCCC[C@H](C)Oc2ccc(NC(=O)c3ccncc3)cc2C1=O	/	2.4
CCCN(C)C[C@H]1Oc2cc(-c3ccc(C#N)cc3)ccc2S(=O)(=O)N([C@@H](C)CO)C[C@H]1C	-8	-0.5
C[C@H](CO)N1C[C@H](C)[C@@H](CN(C)S(=O)(=O)c2ccc(F)cc2)Oc2ccc(NC(=O)Cn3cnnn3)cc2CC1=O	/	-0.2
O=C(CSc1nccc(=O)[nH]1)Nc1cccc(C(F)(F)F)c1	/	-0.9
CC(C)NC(=O)N(C)C[C@H]1OCCCC[C@H](C)Oc2ccc(NC(=O)C3CCCCC3)cc2C(=O)N([C@@H](C)CO)C[C@H]1C	-30	/
CCCC(=O)Nc1ncnc2c1ncn2[C@@H]1O[C@@H]2OP(=O)(O)OC[C@H]2[C@H]1OC(=O)CCC	/	0.6
COc1ccc(NC(=O)Nc2ccc3c(c2)C(=O)N([C@@H](C)CO)C[C@@H](C)[C@@H](CN(C)C(=O)CCCN(C)C)OCCCC[C@H](C)O3)cc1	/	0.3
COc1cccc(NC(=O)N(C)C[C@H]2Oc3cc(C#Cc4ccccc4)ccc3S(=O)(=O)N([C@@H](C)CO)C[C@H]2C)c1	/	0.1
O=C(Nc1ccc(S(=O)(=O)Nc2nccs2)cc1)N1c2ccccc2Sc2ccccc21	-10	-0.2
C[C@H](CO)N1C[C@H](C)[C@@H](CN(C)C(=O)Nc2ccccc2)Oc2ccc(NC(=O)Nc3ccc4c(c3)OCO4)cc2CC1=O	/	1.1
CC1(C)COC(/C=C(\N)c2ccc(Br)cc2)=N1	-4	-0.1
C[C@@H]1CN([C@@H](C)CO)C(=O)Cc2cc(NC(=O)NC3CCCCC3)ccc2O[C@H]1CN(C)Cc1ccc(Cl)c(Cl)c1	/	0.2
C[C@@H]1CN([C@H](C)CO)S(=O)(=O)c2ccc(-c3cncnc3)cc2O[C@H]1CN(C)C(=O)CN(C)C	-1	-3.6
C[C@H]1CN([C@@H](C)CO)S(=O)(=O)c2ccc(C#Cc3ccncc3)cc2O[C@H]1CN(C)C	6	13
C[C@@H]1CN([C@@H](C)CO)C(=O)c2cc(NC(=O)Nc3ccc4c(c3)OCO4)ccc2O[C@H]1CN(C)Cc1ccc(C(F)(F)F)cc1	/	-1.5
C[C@@H]1CN([C@H](C)CO)C(=O)c2cc(C#Cc3ccccc3)cnc2O[C@H]1CN(C)C(=O)CCN1CCCCC1	/	-0.4
COc1ccc(C(=O)Nc2ccc3c(c2)C(=O)N(C)C[C@@H](OC)[C@H](C)CN(C(C)=O)[C@H](C)CO3)cc1	5	0.0
O=C(Cc1ccncc1)NCC[C@H]1CC[C@H](NC(=O)Nc2ccc(Cl)cc2)[C@H](CO)O1	-6	-0.1
C[C@@H]1CN([C@H](C)CO)S(=O)(=O)c2ccc(C#CC3CC3)cc2O[C@@H]1CN(C)Cc1ccc(F)cc1	17	-1.5

High-throughput results as filed in PubChem.
